Source: PubChem
RGS4-Gao reg = modulators of RGS4 binding to Galphao, primary screen, biochemical, multiplexed bead flow cytometry. binding response (% of control), % at 10 µM. actives 0.33% (n = 220,000). Guanine nucleotide-binding protein G(o) subunit alpha (Homo sapiens), P09471. actives lie on both sides; in the data active = binding response below about 49% or above about 150%; inactive = in between;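 note: fluorescent Galphao activated with aluminum fluoride binding bead-coupled RGS4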
Target sequence (P09471 whole entry, looked up): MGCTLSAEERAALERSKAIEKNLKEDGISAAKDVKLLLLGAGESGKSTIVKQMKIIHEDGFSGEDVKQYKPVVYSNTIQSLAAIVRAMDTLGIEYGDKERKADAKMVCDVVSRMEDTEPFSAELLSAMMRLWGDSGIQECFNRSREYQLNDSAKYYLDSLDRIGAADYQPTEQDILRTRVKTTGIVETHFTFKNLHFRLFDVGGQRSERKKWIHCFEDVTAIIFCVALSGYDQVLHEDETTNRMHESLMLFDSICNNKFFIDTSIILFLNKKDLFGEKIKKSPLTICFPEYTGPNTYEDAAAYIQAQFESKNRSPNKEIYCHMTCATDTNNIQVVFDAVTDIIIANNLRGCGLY
RGS7-Gao = RGS7-Galphao binding modulators, primary screen, biochemical, multiplexed bead flow cytometry; Guanine nucleotide-binding protein G(o) subunit alpha (Homo sapiens), P09471; actives lie on both sides; binding response (% of control), % at 10 µM; actives 0.35% (n = 220,000); AID 1439, 2008; in the data active = binding response below about 49% or above about 150%; inconclusive = no clear call, values can overlap the other calls; inactive = in between;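 note: fluorescent Galphao held in activated GDP-AlF4 state binding bead-coupled RGS7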
RGS8-Gao reg = RGS8-Galphao binding modulators, primary screen, biochemical, multiplexed bead flow cytometry. Guanine nucleotide-binding protein G(o) subunit alpha (Homo sapiens), P09471. actives lie on both sides. response (percent of control binding), % at 10 µM. actives 0.34% (n = 220,000). AID 1423, 2008; in the data active = response below about 60% or above about 140%; inactive = in between;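 note: Galphao activated as the GDP aluminium fluoride complex binding bead-coupled RGS8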
* hit, by the source's call; ? = inconclusive. An excerpt; the hit share may differ from the screen's.

Every second line gives: RGS8-Gao reg	RGS7-Gao	RGS4-Gao reg
Cc1c([N+](=O)[O-])c(C(=O)Sc2ccc(Br)cc2)nn1C
→ 99.0	?	99.6
O=C(Cc1ccc([N+](=O)[O-])cc1)Nc1cc(C(F)(F)F)cc(C(F)(F)F)c1
→ 102.2	?	104.4
Cc1cccc(Oc2nc(-c3ccccn3)nc3ccccc23)c1
→ 98.7	?	95.0
O=C(Cn1cncn1)N/N=C/c1cc([N+](=O)[O-])ccc1O
→ 99.6	?	100.8
Cc1cccc(N2C(=O)C(O)=C(C(=O)c3cccs3)C2c2ccc(C(C)C)cc2)n1 (stereo unspecified)
→ 95.2	?	91.4
CN(C)C(=S)c1ccccc1
→ 101.1	?	106.2
COc1cc(OC)c2cc(C(=O)N/N=C/c3cccc(OC)c3O)[nH]c2c1
→ 99.4	?	95.5
Oc1cccc(NC(=S)N=Nc2c(O)[nH]c3ccccc23)c1
→ 99.1	?	101.2
CS(=O)(=O)N(CC(=O)Nc1ccccc1C(=O)N1CCOCC1)c1ccc(Cl)cc1
→ 101.8	?	99.0
Clc1cccc(-c2nnc(-c3ccno3)o2)c1
→ 101.0	?	97.0
Cc1ccc(C(=O)Nc2cccc(C(F)(F)F)c2)cc1Nc1ccccn1
→ 101.1	?	104.7
COc1ccccc1/C=C/C=N/NC(=O)c1cc(-c2ccc(C)o2)[nH]n1
→ 98.3	?	96.8
CC1Cc2ccccc2N1C(=O)CCn1c(=O)sc2ccccc21 (stereo unspecified)
→ 99.5	?	99.3
COc1ccc(CCNc2ccc(C(CC(N)=O)NC(=O)c3ccccc3)cc2[N+](=O)[O-])cc1 (stereo unspecified)
→ 102.1	?	101.8
NC(=O)COc1cccc(/C=N/NC(=O)c2ccc(-n3cccc3)cc2)c1
→ 100.1	?	100.9
Cc1ccc(C(=O)NNc2ncnc3c2cnn3C)cc1
→ 100.1	?	98.5
CCOC(=S)SCC(=O)Nc1ncc(C)s1
→ 101.6	?	109.0
CCOc1ccccc1N1CN(C2CCCCC2)CNC1=S
→ 102.8	?	107.3
CCCNc1nc(C)cc(-c2cc(C(=O)NC3CCCC3)on2)n1
→ 98.8	?	98.2
Cc1nc([N+](=O)[O-])cn1CC(=O)c1ccccc1
→ 100.5	?	103.8
Cc1ccc(Nc2c3c(nc4ccccc24)CCC3)cc1
→ 101.5	?	102.8
COc1ccc(-c2ccc3c(N)c(C(=O)NC(C)C)sc3n2)cc1OC
→ 100.4	?	99.8
Nc1[nH]nc2nc(-c3ccccc3)[nH]c(=O)c12
→ 100.8	?	99.9
C=CCNCC(O)COc1ccc(C(C)=O)cc1OC (stereo unspecified)
→ 98.0	?	94.4
S=c1[nH]nc(CSCCOc2ccc(Cl)cc2Cl)o1
→ 102.9	?	101.8
c1ccc(CN2OCC3Cn4c(nc5ccccc54)C32)cc1 (stereo unspecified)
→ 100.9	?	91.5
O=C(N/N=C/c1cc([N+](=O)[O-])ccc1O)c1c[nH]c2ccccc12
→ 92.0	?	86.0
Cc1ccc(S(=O)(=O)Nn2c(O)c(C=C3N=c4ccccc4=N3)sc2=S)cc1
→ 102.9	?	106.7
N/C(CS(=O)(=O)c1ccccn1)=N\OC(=O)c1ccccc1Cl
→ 98.0	?	96.0
COc1ccc(C(=O)N2CCC(C(=O)c3c(C)cc(C)cc3C)CC2)cc1
→ 105.4	?	74.8
Cc1ccc(NC(=O)CNCC(c2ccccc2)N(C)C)cc1F (stereo unspecified)
→ 102.8	?	102.3
CCCCCc1cc(=O)oc2c(C(CCN3CCCCC3)c3cc(OC)c(OC)c(OC)c3)c(OC)cc(OC)c12 (stereo unspecified)
→ 101.3	?	104.2
Cc1ccc(-c2nc3c4ccccc4ccn3c2CN2CCCCC2)cc1
→ 100.2	?	99.6
O=C(OCc1ccccc1)C1=NNC2C(=O)N(c3ccc(Br)cc3)C(=O)C12 (stereo unspecified)
→ 98.9	?	101.2
NC1=NC[C@H](c2ccccc2)N1CCc1cccc(F)c1
→ 99.0	?	97.5
Cc1onc(-c2c(Cl)cccc2Cl)c1/C(N)=N/OC(=O)C1CC1
→ 97.2	?	92.3
O=C1CCCN1CCCNS(=O)(=O)c1ccc(F)cc1F
→ 105.6	?	109.1
CNC(=S)N1N=C(c2ccc(OC)cc2)CC1c1ccccc1Cl (stereo unspecified)
→ 98.7	?	101.7
CN1CCN(C(=O)CCC(=O)O)CC1
→ 98.1	?	95.0
CCSc1nc(C)c(C)c(=O)[nH]1
→ 101.2	?	99.4
O=[N+]([O-])c1ccc(O)c(/C=N/n2c(CO)nc3ccccc32)c1
→ 100.8	?	95.8
COC(C[C@H](O)C[C@H](O)[C@H](C)OCc1ccccc1)OC
→ 101.0	?	105.0
NC(=O)COC(=O)c1ccc(-c2ccc(O)cc2)cc1
→ 104.5	?	104.2
O=C(O)C(NS(=O)(=O)c1cccc2nsnc12)c1ccccc1 (stereo unspecified)
→ 103.4	?	105.7
O=C(Cc1n[nH]c(=O)c2ccccc12)NCc1ccc(Cl)cc1
→ 106.2	?	108.4
COc1cc(NC2c3ccccc3C(=O)N2Cc2ccccc2Cl)cc(OC)c1OC (stereo unspecified)
→ 98.2	?	97.6
COc1c(/C=N/Nc2ccc(C(=O)O)cc2)c(CCN(C)C(C)=O)cc2c1OCO2
→ 94.1	?	77.8
COC(C[C@@H]1O[C@@H]1[C@H](O)[C@H](C)OCc1ccccc1)OC
→ 99.2	?	102.1
N/C(CN1CCCCC1)=N\S(=O)(=O)c1cc(Cl)cc(Cl)c1
→ 96.4	?	94.3
O=C(Cn1nc(Cc2cccnc2)c2ccccc2c1=O)Nc1ccccc1F
→ 99.3	?	98.6
OCC(CO)(CO)NC(=S)Nc1cc(Cl)cc(Cl)c1
→ 101.2	?	104.6
Nc1cc(C(=O)N/N=C/c2cccc([N+](=O)[O-])c2)n[nH]c1=O
→ 98.1	?	99.4
COc1cccc(C2=NN(C(=O)CCCC(=O)O)C(c3cccs3)C2)c1 (stereo unspecified)
→ 103.1	?	104.0
CCOc1ccc(/C=C/C(=O)c2ccccc2)cc1
→ 23.1*	?	-8.9*
CCOC(=O)/C(=C\c1ccccc1)NC(=O)c1ccccc1
→ 99.4	?	94.7
O=C(Nc1ccccc1)Nc1ccccc1C(=O)NCCCN1CCOCC1
→ 97.2	?	93.7
CCN(CC)C(=O)CSc1n[nH]c(=S)n1N
→ 101.9	?	99.5
COc1ccc(NC(C)=O)cc1S(=O)(=O)N1CCN(C(=O)c2ccccc2F)CC1
→ 100.0	?	98.0
COc1ccc(/C=C/C(=O)Oc2cc(O)cc(O)c2)cc1
→ 94.5	?	91.6
CN(c1ccccc1)c1nc(N)c([N+](=O)[O-])c(NCCO)n1
→ 95.1	?	87.7

Next part
Every second line gives: RGS8-Gao reg	RGS7-Gao	RGS4-Gao reg
CCc1cccc(C)c1N1C(=O)CC(C)(C)CC1=O
→ 101.9	?	101.3
COc1cccc(-n2nc(-c3ccnn3-c3cccc(Cl)c3)c(=O)n(C)c2=O)c1
→ 98.2	?	97.8
S=c1[nH]nc(-c2cc(-c3ccsc3)n[nH]2)n1-c1ccccc1
→ 100.3	?	99.0
CCOC(=O)CCNCc1ccc(OC)c(OC)c1
→ 104.0	?	106.0
O=C(NCc1ccccc1Cl)c1ccc(CSc2nc3ccncc3[nH]2)cc1
→ 104.2	?	108.6
COCCCN(Cc1ccco1)C(=O)Cn1ncc2c(=O)oc3ccc(C)cc3c21
→ 99.5	?	96.5
COc1ccc2[nH]c(C(=O)N3CCCN(Cc4ccc(F)cc4)CC3)cc2c1
→ 100.1	?	97.5
NC(=O)CC(NC(=O)Cc1ccc(Br)cc1)c1ccc(NCC2CC2)c([N+](=O)[O-])c1 (stereo unspecified)
→ 98.7	?	93.5
Cc1ccc(C(=O)N/C(=C/c2ccccc2)C(=O)NCc2ccncc2)cc1
→ 97.6	?	99.2
Cc1cc(C(=O)N/N=C/c2ccc(-c3ccc(C)c(Cl)c3)o2)n[nH]1
→ 100.1	?	99.0
O=c1onc(-c2cccnc2)n1-c1ccccc1F
→ 99.5	?	95.0
COc1ccc(NC(=O)CC(C)=O)c(OC)c1
→ 102.0	?	100.6
COC(=O)c1sccc1S(=O)(=O)Nc1ccc(S(N)(=O)=O)cc1
→ 102.0	?	103.8
CC(=Nc1ccccc1O)c1sc2ccccc2c1O
→ 100.5	?	96.7
N/N=C/C(=N\Nc1ccc(Cl)cc1)C(=O)c1ccncc1
→ 97.7	?	93.3
CC1=CSC2=NS(=O)(=O)CCN12
→ 99.9	?	94.7
NS(=O)(=O)c1ccc(NNC(=O)c2cccs2)cc1
→ 99.7	?	94.5
Cc1ccc(NC(=O)CSc2nc(N)cc(=O)[nH]2)cc1S(=O)(=O)N1CCOCC1
→ 88.6	?	91.9
Cc1ccc(/C=C2\SC(=S)N(CC3CCCO3)C2=O)o1 (stereo unspecified)
→ 90.7	?	95.2
COc1cc(/C=C/C(=O)OCC(=O)NC(=O)NC(C)C)ccc1O
→ 101.4	?	101.5
Cc1ccc2c(c1)C1CN(C)CCC1N2C(=S)NC(=O)c1ccc(Cl)cc1Cl (stereo unspecified)
→ 101.6	?	97.4
CC(C)NC(=O)CSc1nnc(CNC(=O)OC(C)(C)C)n1C
→ 111.3	?	113.7
COc1ccc(OC)c(NC(=O)N2CCCC(C)C2)c1 (stereo unspecified)
→ 98.4	?	102.6
FC(F)(F)c1nc(-c2ccccc2)ncc1-c1nnnn1-c1ccccc1
→ 107.6	?	108.7
COc1ccc(C2/C=C\CN(S(=O)(=O)c3cccs3)CC(=O)N2Cc2ccc(F)cc2)cc1 (stereo unspecified)
→ 102.7	?	103.9
CC1(CCc2ccccc2)NC(=O)N(CC(=O)Nc2ccccc2)C1=O (stereo unspecified)
→ 96.7	?	98.3
COc1ccc(N(C)S(=O)(=O)c2cccc(C(=O)OCC(=O)NCc3ccccc3OC)c2)cc1
→ 92.8	?	90.9
Cc1nn(Cc2ccccc2)c(C)c1/C=N/NC(=O)c1ccccc1O
→ 101.4	?	103.3
COc1ccc(S(=O)(=O)NCCN2CCNC2=O)cc1OC
→ 102.3	?	102.7
O=S(=O)(Nc1ccccn1)c1ccc(C(F)(F)F)cc1Cl
→ 103.1	?	105.7

Only RGS8-Gao reg and RGS4-Gao reg (five entries from above):
SMILES | RGS8-Gao reg | RGS4-Gao reg
O=c1onc(-c2cccnc2)n1-c1ccccc1F | 99.5 | 95.0
COc1ccc(NC(=O)CC(C)=O)c(OC)c1 | 102.0 | 100.6
COC(=O)c1sccc1S(=O)(=O)Nc1ccc(S(N)(=O)=O)cc1 | 102.0 | 103.8
CC(=Nc1ccccc1O)c1sc2ccccc2c1O | 100.5 | 96.7
N/N=C/C(=N\Nc1ccc(Cl)cc1)C(=O)c1ccncc1 | 97.7 | 93.3

Next part:
Every second line gives: RGS8-Gao reg	RGS7-Gao	RGS4-Gao reg
COc1cccc(/C=N/NC(=O)CNC(=O)CCc2ccccc2)c1O
→ 97.8	?	96.5
N#C/C(=C(O)\C=C\c1ccccc1)c1nc2ccccc2[nH]1
→ 101.3	?	98.0
COC(=O)Cc1[nH]c(=O)[nH]c1C(=O)OC
→ 103.8	?	103.6
Cc1nnsc1C(=O)NC(=O)Nc1ccc(F)c(Cl)c1
→ 99.3	?	102.8
O=C(O)/C=C/c1ccc(S(=O)(=O)NCc2cccnc2)cc1
→ 95.5	?	95.0
CC(C)(C)c1cc(C(=O)N/N=C/c2ccccn2)n[nH]1
→ 101.0	?	96.8
COc1ccc(N=C(C)c2sc3ccccc3c2O)cc1
→ 97.2	?	97.0
CC(C)(C)c1cc(NCCCn2ccnc2)n2ncc(-c3ccccc3)c2n1
→ 101.0	?	107.5
O=C(N/N=C/c1cc(O)ccc1[N+](=O)[O-])c1ccc2c(c1)OCCO2
→ 105.5	?	104.0
CC1CC(NC(=O)CC#N)CC(C)(C)C1 (stereo unspecified)
→ 101.6	?	102.3
CCn1nc(C)c(Br)c1-c1nc(-c2cccc(C)c2)no1
→ 97.2	?	97.1
Nc1scn[n+]1Cc1cccc2cccnc12
→ 105.5	?	104.1
[O-]c1c[n+](-c2ccccc2)no1
→ 100.8	?	102.2
Cc1[nH]n(-c2ccccc2)c(=O)c1C=NCc1ccncc1
→ 101.6	?	106.7
O=C(CCN1CCCCC1)N/N=C/c1c[nH]c2ccccc12
→ 100.4	?	100.3
NC(=O)C1=C[C@@H](c2csc3ccccc23)C[C@@H](OCc2ccc(CO)cc2)O1
→ 103.6	?	104.9
